# APEX1 inh – blocks human APE1 abasic DNA cleavage; recombinant APE1, TAMRA/BHQ-2 abasic DNA cleavage fluorescence; P27695; Potency, µM (series often up to 65.8 µM), without a hit: at the highest dose activity change, negative = inhibition, most hits filed as inhibitors; actives 0.35% (n = 350,000); AID 2517;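 further: potency means the concentration at half of the fitted maximal effect; plate controls were vehicle for no effect and reference inhibitor for full effect; nearly all actives have a fitted effect of over 55% in size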
# Target sequence (P27695 whole entry, looked up): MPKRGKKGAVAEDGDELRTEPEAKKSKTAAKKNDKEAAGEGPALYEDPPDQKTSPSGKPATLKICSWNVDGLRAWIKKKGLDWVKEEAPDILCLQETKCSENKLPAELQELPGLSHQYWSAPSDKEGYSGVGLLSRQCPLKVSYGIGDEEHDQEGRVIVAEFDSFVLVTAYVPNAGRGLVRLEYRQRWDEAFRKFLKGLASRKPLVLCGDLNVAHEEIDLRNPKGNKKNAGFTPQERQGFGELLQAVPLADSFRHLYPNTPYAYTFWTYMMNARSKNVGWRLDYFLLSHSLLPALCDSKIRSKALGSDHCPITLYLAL
#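 Readout is kinetic fluorescence (ex 525, em 598 nm) from cleavage of 50 nM TAMRA/BHQ-2 THF abasic duplex by 0.75 nM APE1, compound added 15 min beforehand at RT.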
# POLH inh – inhibitors of human DNA polymerase eta; Q9Y253; recombinant Pol eta, fluorescent DNA replication assay; Potency, µM (titrated, usually from 114 µM), inactives show at the top dose activity change, negative = inhibition, most hits filed as inhibitors; actives 1.2% (n = 390,000); further: potency means the concentration at half of the fitted maximal effect; on the % scale 0 is the no-effect control and ±100 the full control effect
#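 Pol eta at 10 nM preincubated with compounds 15 min at room temperature; reaction started with fluorescent substrate (50 nM final) and read kinetically at 0 and 10 min.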
# RXFP1 antag – antagonists of human relaxin receptor RXFP1 | Q9HBX9 | HEK293-RXFP1, relaxin-stimulated cAMP HTRF, 30 min; active compounds read low | activity change, negative = inhibition, % at 57.5 µM | actives 0.59% (n = 350,000);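 active means activity change of -60% or lower, but not beyond a set lower limit; inconclusive means change between -60% and -40%, or beyond the set limit; inactive means change above -40%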; further: on the % scale 0 is the no-effect control and ±100 the full control effect
# Target sequence (Q9HBX9 whole entry, looked up): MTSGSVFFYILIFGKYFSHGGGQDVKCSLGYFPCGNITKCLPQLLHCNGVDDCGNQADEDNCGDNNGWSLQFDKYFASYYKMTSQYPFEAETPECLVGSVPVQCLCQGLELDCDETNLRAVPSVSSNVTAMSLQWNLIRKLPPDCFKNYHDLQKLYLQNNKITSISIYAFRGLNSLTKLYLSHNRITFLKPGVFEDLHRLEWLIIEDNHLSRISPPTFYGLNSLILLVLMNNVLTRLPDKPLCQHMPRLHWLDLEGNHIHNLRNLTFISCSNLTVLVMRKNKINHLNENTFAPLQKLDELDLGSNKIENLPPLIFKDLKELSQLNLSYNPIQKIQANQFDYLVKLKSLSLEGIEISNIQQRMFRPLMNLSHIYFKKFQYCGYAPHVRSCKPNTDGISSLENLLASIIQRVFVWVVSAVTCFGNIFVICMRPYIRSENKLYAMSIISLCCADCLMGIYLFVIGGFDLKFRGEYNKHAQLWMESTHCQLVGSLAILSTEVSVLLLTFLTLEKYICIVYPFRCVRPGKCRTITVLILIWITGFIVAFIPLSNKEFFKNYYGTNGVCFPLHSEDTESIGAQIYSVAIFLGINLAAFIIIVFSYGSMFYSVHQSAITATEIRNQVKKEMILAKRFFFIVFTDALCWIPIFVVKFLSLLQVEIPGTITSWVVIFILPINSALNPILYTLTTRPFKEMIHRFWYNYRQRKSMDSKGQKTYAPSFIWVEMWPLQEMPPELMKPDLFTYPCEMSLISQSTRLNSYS
# POLB inh – inhibitors of human DNA polymerase beta | P06746 | Pol beta primer extension/strand displacement, fluorescence kinetic | Potency, µM (doses to about 114 µM), for inactives: at the top dose activity change, negative = inhibition, hits mostly inhibitors | actives 1.3% (n = 340,000); further: potency means the concentration at half of the fitted maximal effect; on the % scale 0 is the no-effect control and ±100 the full control effect
#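 Curves were derived by four-parameter Hill fits of normalized qHTS data. The kinetic fluorescent primer-extension read was taken at 0 and 10 min after 50 nM substrate, following a 15 min room-temperature preincubation of 10 nM enzyme with compounds.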
# Anesthetic bind – candidate novel general anesthetic via apoferritin binding. P02791. apoferritin/1-aminoanthracene competitive binding, fluorescence. Potency, µM (top dose mostly 77.5 µM), without a hit: top-dose activity change, negative = displacement, most hits filed as inhibitors. actives 0.074% (n = 350,000); further: potency means the concentration at half of the fitted maximal effect; on the % scale 0 is the no-effect control and ±100 the full control effect; nearly all actives have a fitted effect of over 20% in size
#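 10 uM apoferritin + 50% sat. 1-AMA, PBS; cpd 10 min RT; Ex380/Em535 endpoint; normalized to free probe vs complex; 4-param Hill fit; propofol titration as pos. ctrl.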
# Pol iota inh – DNA polymerase iota (human) inhibition; Q9UNA4; Pol iota fluorescent replication assay, 10 min; Potency, µM (titrated, usually from 115 µM), without a hit: at the highest dose activity, negative = inhibition, usual class: inhibitors; actives 1% (n = 390,000); AID 588590; further: potency means the concentration at half of the fitted maximal effect
#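 Fluorescent replication assay read twice, at 0 min and 10 min after adding 50 nM (final) substrate. Enzyme (10 nM) and compounds were first incubated 15 min at room temperature; enzyme-free buffer wells were negative controls.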
# Pol kappa inh – blocks human DNA polymerase kappa activity. purified Pol kappa, fluorescent DNA synthesis assay, 10 min. Potency, µM (series often up to 107 µM), for inactives: at the highest dose activity, negative = inhibition, hits mostly inhibitors. actives 0.53% (n = 400,000). Q9UBT6; further: potency means the concentration at half of the fitted maximal effect; on the % scale 0 is the no-effect control and ±100 the full control effect
#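 Fluorescent qHTS in 1536-well format: enzyme (10 nM) and compound sat 15 min at room temperature before 50 nM substrate (final) was added. Signal taken at 0 and 10 min; no-enzyme buffer wells were negative controls.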
# BLM inh – Bloom syndrome helicase (human) inhibition; P54132; actives 0.2% (n = 350,000); Potency, µM (series often up to 56.1 µM), for the others: at the top dose activity change, negative = inhibition, usual class: inhibitors; AID 2528; recombinant BLM DNA unwinding, fluorescence dequenching;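 further: potency means the concentration at half of the fitted maximal effect; plate controls were vehicle for no effect and no enzyme for full effect; nearly all actives have a fitted effect of over 35% in size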
# Tb PGK inh – T. brucei PGK inhibition; PGK/GAPDH coupled, Kinase-Glo luminescence, 60 min; P07378; Potency, µM (doses to about 57.5 µM), without a hit: top-dose activity change, negative = inhibition, actives largely listed as inhibitors; actives 0.043% (n = 380,000); further: potency means the concentration at half of the fitted maximal effect; on the % scale 0 is the no-effect control and ±100 the full control effect; nearly all actives have a fitted effect of over 60% in size
#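 Luminescent ATP detection (Kinase-Glo Plus) follows a 60-minute room-temperature incubation, with wells lacking PGK as controls. Buffer: 100 mM TEA (pH 7.6), 5 mM MgCl2, 0.01% Tween-20. Coupling enzyme GAPDH (100 nM final) supplies unstable 1,3-BPG in-well.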
# Starred values were filed as active, the others as inactive; i = inactive; ? = inconclusive; . = no result given; & = joins results of further samples; [ ] = another dose, or the depositor's remark. Unless noted, the call rests on the fitted dose curve; in most records, active means well fitted curve in the direction sought with a large enough effect; inconclusive means small, poorly fitted or top-dose-only effect, or another doubt; inactive means no such curve, though single readings can be large; an effect the other way counts as inactive or inconclusive.
SMILES,APEX1 inh,POLH inh,RXFP1 antag,POLB inh,Anesthetic bind,Pol iota inh,Pol kappa inh,BLM inh,Tb PGK inh
Cn1c(O)c(N=NC(=O)c2ccccc2O)c2ccccc21,-8%,-3%,-9,?,-20%,60%[activator],-17%,-18%,12%
Cc1cc(C)c2c(CC(=O)NNC(=O)c3ccccc3)coc2c1,-2%,-9%,1,-15%,-12%,26%,-1%,0%,i
Cc1cc(/C(N)=N/OC(=O)c2ccccc2Cl)no1,-1%,-9%,-15,-15%,-7%,11%,-8%,0%,-22%
CCn1c(SCc2ccc([N+](=O)[O-])cc2)nnc1C(C)NC(=O)c1ccccc1Br (stereo not drawn),0%,2%,-12,0%,-13%,13%,1%,1%,7%
O=C(NCCCN1CCOCC1)c1cc(Cl)ccc1Cl,-5%,-20%,6,10%,-4%,40%[activator],1%,-9%,-8%
Cc1ccc(CCNC(=O)CCSCc2ccc(Cl)cc2)cc1,2%,-3%&-6%,-4&17,?,-9%&-3%,-17%&1%,-6%[60.1 µM],-6%&1%,-3%&-3%
CCc1cccc(CC)c1NC(=O)COC(=O)C1(c2ccc(Cl)cc2)CCCC1,-4%,-23%,.,22%,-7%,6%,10%,-3%,-2%
CC(O)CNc1nc2sc3c(c2c(=O)n1Cc1ccco1)CCCCC3 (stereo not drawn),-4%,-5%,-27,5%,-1%,13%,0%,-6%,-8%
Cc1nn(-c2nnc(C)c(=O)[nH]2)c(C)c1SCC(=O)Nc1ccc(C(C)C)cc1,5%,-14%,-14,1%,9%,-2%,4%,0%,-7%
COc1cc(/C=N/Nc2nc3c(c(=O)n(C)c(=O)n3C)n2Cc2ccccc2)ccc1OC(=O)c1ccco1,-2%,-10%,.,2%,0%,?,-2%,-6%,2%
COc1ccc(-n2c(Cc3cccn3C)nnc2SCC(=O)Nc2ccc(C(C)=O)cc2)cc1,-9%,-20%,-26,7%,-22%,-20%,7%,-7%,-2%
O=C(c1cnc2ccccc2n1)N1CCN(c2ccc(C(F)(F)F)cn2)CC1,-3%,-3%,13,-4%,-7%,20%,-3%,-7%,-7%
Cc1ccc(O)c(N=Nc2ccccc2)n1,1%&1%&-3%,-2%[57.1 µM],.,-13%[57.1 µM],?,-9%[58.9 µM],6%[60.1 µM],-2%,16µM*
CCCCNC(=O)c1ccc(S(=O)(=O)c2ccc(Cl)cc2)c(NC(C)=O)c1,3%,-8%,7,1%,0%,9%,-3%,-3%,-9%
CC(C)(C)NC(=O)c1ccc2c(c1)N(CC(=O)NC1CCCC1)C(=O)C(C)(C)O2,57%[activator],-17%,-2,-19%,-1%,27%,5%,-4%,i
Cc1nc(SCC(=O)NCc2ccco2)[nH]c(=O)c1C,-9%,-16%,12,?,-4%,79µM*,-23%,-1%,.
COc1ccc(CNc2nc3nc(C)c(Cl)c(C)n3n2)cc1OC,.,0%,-4,.,.,11%,-4%,.,-4%
CC12CCC(C(=O)n3c1nc1ccccc13)C2(C)C (stereo not drawn),-5%,1%,4,4%,?,-2%,-8%,-3%,-3%[11.5 µM]
CCCOC(=O)c1cc(-c2ccc(/C=C3/C(=O)N(C)C(=O)C(C#N)=C3C)o2)ccc1Cl,.,25µM*,-15,.,.,?,-17%,.,-7%
O=C(CS(=O)(=O)c1ccc(F)cc1)Nc1nnc(-c2ccccc2Cl)o1,16%,?,-11,.,.,-21%,-37%,.,-10%
CC1(OC(=O)C2CCCC2)C(=O)C=C2C=C(c3ccsc3)N(C3CC3)C=C2C1=O (stereo not drawn),-1%[12.4 µM],6%,.,34%,-3%,?,-9%,-7%[12.4 µM],-6%
COc1cccc(CC(=O)Nc2sc3c(c2C(N)=O)CCCC3)c1,8%,-4%,15,41%,-9%,-6%,-2%,-2%,-3%
CCOc1ccc(N(CC(=O)NC2CCCCC2)C(=O)Cn2nnc(-c3ccc(C)o3)n2)cc1,23%,-19%,3,-12%,?,88%[activator],-7%,-1%,8%
CC1CC(C)CN(c2cc3c(cc2[N+](=O)[O-])C(=O)N(c2ccccc2)C3=O)C1 (stereo not drawn),-7%,-23%,-2,13%,3%,15%,-1%,4%,-6%
CCOC(=O)C1(Cc2ccccc2)CCN(Cc2cn(CC(=O)OC)c3ccccc23)CC1,1%,-20%,-12,2%,-22%,39%[activator],3%,2%,-3%
# Remaining list, next part.
SMILES,APEX1 inh,POLH inh,RXFP1 antag,POLB inh,Anesthetic bind,Pol iota inh,Pol kappa inh,BLM inh,Tb PGK inh
COc1ccccc1C(C)NC(=O)CCC(=O)N1CCN(S(=O)(=O)c2ccc(Cl)cc2)CC1 (stereo not drawn),.,-16%,1,.,.,9%,-16%,.,6%
Cc1ccc2nc3cc([N+](=O)[O-])cc([N+](=O)[O-])c3cc2c1,-4%,?,-6,0%,-13%,43%,0%,-10%,-14%
Cc1cc(C)nc(N2CCC(C(=O)NNC(=O)c3ccc(Cl)cc3)CC2)n1,3%,-6%,-1,3%,-9%,4%,-2%,2%,-9%
O=C(COC(=O)c1ccc(Br)o1)NC1CCCc2ccccc21 (stereo not drawn),9%,-8%,0,.,.,-26%,-15%,.,i
CC(=O)Nc1ccc(S(=O)(=O)N2CCC(NC(=O)C(Cc3cccc(F)c3)NC(C)=O)CC2)cc1 (stereo not drawn),3%,-9%,0,16%,7%,23%,-2%,-7%,1%
COc1ccccc1CNC(=O)COC(=O)c1cc(S(=O)(=O)N2CCOCC2)ccc1Cl,37%,-16%,-15,.,.,-11%,-8%,.,-3%
CCOc1ccc(NC(=O)c2nsc(Cl)c2Cl)cc1,-2%,0%,9,16%,-13%,13%,-3%,-6%,-2%
CCCNC(=O)Cn1c(=O)n(C)c2ccccc21,1%,-8%,2,?,10%,1%,-6%,-4%,7%
Cc1cccc(Cn2c(=O)oc3ccc(C)cc32)c1,41%,-20%,-10,?,-4%,122%[activator],-8%,-3%,-6%
COc1cc(CN2CCNC(=O)C2CC(=O)N2CCCN(C(C)=O)CC2)cc(OC)c1 (stereo not drawn),11%,-13%,-6,4%,-8%,13%,-9%,-9%,4%
COC(=O)c1c(C)noc1-c1snnc1C,5%,-1%,5,-2%,-4%,10%,-10%,-2%,4%
COc1c(Br)cc([N+](=O)[O-])c(OC)c1C(=O)NC(=O)Nc1cc(Cl)cc(Cl)c1,4%,-20%,-2,-5%,-8%,9%,-6%,-2%,-9%
O=C(Nc1cccc2ccccc12)N1CCCN(c2c(Cl)cncc2Cl)CC1,-3%,-14%,?,1%,-8%,55%[activator],-1%,-13%,-1%
Cc1nc(SCC(=O)Nc2ccc(S(=O)(=O)N3CCOCC3)cc2)c2c(C)c(C)sc2n1,-5%,-11%,-18,.,.,-7%,-11%,.,-5%
COc1ccc(C2NC(=O)c3ccccc3O2)cc1 (stereo not drawn),-3%,-3%,8,13%,5%,38%[activator],12%,-5%,i
Cn1nc(N2CCN(S(=O)(=O)c3ccccc3)CC2)c(=O)n(C)c1=O,5%,0%,5,.,.,10%,-5%,.,4%
COc1ccc(C/C(N)=N/OC(=O)c2ccc(Cl)cc2)cc1,7%,-9%,-8,3%,-9%,31%[activator],-16%,-3%,i
CCCOc1ccc(C2C(C(=O)c3ccc(C)o3)=C(O)C(=O)N2CCN2CCOCC2)cc1OC (stereo not drawn),9%,-5%,-5,19%,-16%,12%,3%,-1%,i
CC(=O)Nc1cc(NC(C)=O)ncn1,-5%,-11%,-3,14%,10%,50%[activator],-2%,-2%,5%
CCc1ccc(C(=O)NNC(=O)c2ccc3c(=O)n4c(nc3c2)CCC4)cc1,9%,-4%,-5,17%,-17%,7%,0%,-1%,3%
CC1=C(c2ccc(Cl)cc2)S(=O)(=O)N=C1N1CCC(C(=O)NCCc2ccco2)CC1,.,.,2,?,-5%,?,-11%,-1%,.
O=C(NC(=S)N1CCCC(C(F)(F)F)C1)c1ccc(F)cc1 (stereo not drawn),46%[activator],0%,-16,1%,-9%,3%,-7%,-1%,i
O=S(=O)(c1cccc(C(F)(F)F)c1)N1CCN(C(=S)NC2CC2)CC1,-1%,-9%,0,38%,-5%,-5%,-4%,0%,i
Cc1c(CNCCc2ccc(Cl)cc2)c(C(=O)O)c(C)n1-c1ccccc1,21%,-26%,-24,1%,-3%,133%[activator],-6%,1%,-9%
CCOC(=O)C1CCN(C(=O)c2cccc(S(=O)(=O)N3CCc4ccccc43)c2)CC1,14%,-21%,2,.,.,19%,-2%,.,5%
COc1ccccc1NC(=O)N(Cc1ccco1)C1CCN(C(C)=O)CC1,.,-7%,0,5%,1%,-36%,-15%[60.1 µM],-8%,-5%
O=C(CCCN1C(=O)NC2(CCCC2)C1=O)Nc1ccc(F)cc1,-6%,-13%,-12,.,.,58%[activator],-6%,.,i
Cc1ccccc1CCNC(=O)C1CCN(S(=O)(=O)c2ccc3c(ccn3C)c2)CC1,.,-16%,-12,1%,15%,12%,-10%[60.1 µM],1%,0%
CCC1CCCCN1C(=S)NC(=O)c1cc(S(=O)(=O)N2CCOCC2)ccc1C (stereo not drawn),-9%,-14%,6,-18%,-6%,-4%,3%,1%,-5%
c1ccc2nc(N3CCOCC3)c(N3CCCC3)nc2c1,.,-16%,-23,.,.,99%[activator],-5%,.,2%

# Full records from above. Values in the order: APEX1 inh, POLH inh, RXFP1 antag, POLB inh, Anesthetic bind, Pol iota inh, Pol kappa inh, BLM inh, Tb PGK inh
# CC(=O)Nc1ccc(S(=O)(=O)N2CCC(NC(=O)C(Cc3cccc(F)c3)NC(C)=O)CC2)cc1 (stereo not drawn) across the screens: 3%, -9%, 0, 16%, 7%, 23%, -2%, -7%, 1%
# O=S(=O)(c1cccc(C(F)(F)F)c1)N1CCN(C(=S)NC2CC2)CC1 across the screens: -1%, -9%, 0, 38%, -5%, -5%, -4%, 0%, i
# O=C(Nc1cccc2ccccc12)N1CCCN(c2c(Cl)cncc2Cl)CC1 across the screens: -3%, -14%, ?, 1%, -8%, 55%[activator], -1%, -13%, -1%

# This is a subset; count on the stated rates, not on these rows.
